GSK3beta inhib – human GSK3beta kinase inhibition | P49841 | GST-GSK3beta kinase, ADP-Glo luminescence, 60 min; hits give low values | activity score (negative = inhibition), % at 10 µM | 300,000 tested, 0.038% active | AID 2097;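 active means more than half of replicate wells score below -50%, meaning over 50% inhibition versus plate controls; inconclusive means some replicates but at most half score below -50%; inactive means no replicate scores below -50%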;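 further: 0% = median DMSO wells and -100% = median GW8510 positive control wells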
Target sequence (P49841 whole entry, looked up): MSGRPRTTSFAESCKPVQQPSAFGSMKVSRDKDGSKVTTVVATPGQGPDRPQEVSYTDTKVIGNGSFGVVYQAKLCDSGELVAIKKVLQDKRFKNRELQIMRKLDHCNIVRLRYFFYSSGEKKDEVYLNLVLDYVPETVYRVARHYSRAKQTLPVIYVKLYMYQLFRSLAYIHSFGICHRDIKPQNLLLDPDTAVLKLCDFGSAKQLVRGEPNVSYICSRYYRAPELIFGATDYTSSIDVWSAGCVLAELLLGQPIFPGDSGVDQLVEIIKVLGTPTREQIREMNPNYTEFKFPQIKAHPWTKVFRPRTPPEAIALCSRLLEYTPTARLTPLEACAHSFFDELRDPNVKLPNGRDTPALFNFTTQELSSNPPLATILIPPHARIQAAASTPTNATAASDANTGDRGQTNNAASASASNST
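test system = GST-tagged human GSK3beta kinase, cell-free | reagent = 25 µM ATP with peptide substrate | dosing = one dose of 10 µM per compound | schedule = 60 min reaction, RT | detection = luminescent ADP-Glo measurement of ADP formed | control set = DMSO neutral wells and GW8510 at 20 µM as positive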
GSK3 alpha inh – inhibitors of human GSK-3 alpha kinase | P49840 | ADP-Glo luminescence, 60 min | inhibition, % at 10 µM | 320,000 tested, 0.1% active;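 in the data active means inhibition above about 50%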;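 further: GST-tagged GSK-3 alpha with peptide substrate and 25 µM ATP; 0% = DMSO neutral wells and 100% = GW8510 positive control wells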
Target sequence (P49840 whole entry, looked up): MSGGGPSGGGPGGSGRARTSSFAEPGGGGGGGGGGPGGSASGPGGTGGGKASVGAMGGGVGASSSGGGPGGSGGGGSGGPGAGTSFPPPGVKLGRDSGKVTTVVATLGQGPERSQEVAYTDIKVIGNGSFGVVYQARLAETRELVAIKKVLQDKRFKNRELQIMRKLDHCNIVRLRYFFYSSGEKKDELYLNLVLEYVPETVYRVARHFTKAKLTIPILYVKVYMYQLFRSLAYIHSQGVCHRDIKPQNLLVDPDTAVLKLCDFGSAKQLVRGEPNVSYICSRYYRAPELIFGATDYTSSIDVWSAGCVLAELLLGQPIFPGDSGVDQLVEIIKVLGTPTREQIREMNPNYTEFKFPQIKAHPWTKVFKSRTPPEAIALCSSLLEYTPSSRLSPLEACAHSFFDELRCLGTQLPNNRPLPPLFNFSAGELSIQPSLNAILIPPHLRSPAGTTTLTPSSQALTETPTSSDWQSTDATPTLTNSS
HSP90 inh – HSP90 refolding inhibition in rabbit reticulocyte lysate; AID 1789; luciferase refolding luminescence, 3 h; inhibition, % at 5.6 µM; 290,000 tested, 0.91% active;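 active means inhibition above the screen-wide mean plus 3 SD, computed separately per campaign, cut at about 16% in these data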;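 further: 0% = DMSO wells and 100% = 60 µM geldanamycin wells; inhibitors lower the luminescence because luciferase stays unfolded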
IEC-6 tox – kills IEC-6 intestinal cells in KLF5 counter-screen. IEC-6 cytotoxicity, luminescence viability. inhibition, % at 5 µM. 290,000 tested, 0.78% active. AID 1825; in the data active means inhibition above about 22%;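 further: 0% = plate median of test compound wells and 100% = cytotoxic reference compound wells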
AI-2 QS mod – modulates the Vibrio harveyi AI-2 quorum sensing system; activity change, % at 7.5 µM; 300,000 tested, 0.4% active; Vibrio harveyi JMH597 AI-2 luminescence/OD600 ratio, 9 h; hits give low values; strain lacks LuxN and CqsS sensors; 0 = neutral-control median; in the data active means activity change below about -75%, passing the limit was not always enough; inconclusive means no clear call, values can overlap the other calls;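 further: luminescence divided by OD600 gain over 9 h not by final OD600 alone; inactives centre near 13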
PolyA inh – inhibitors of polyadenylation in S. cerevisiae. 300,000 tested, 0.02% active. S. cerevisiae SKY197-pL101 polyadenylation reporter, beta-gal luminescence; efflux-impaired pdr1/pdr3 knockout yeast; score 100 = 6 SD above DMSO. calls only at 12 µM. AID 1875;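 active means lowest replicate activity score at least 50, where 100 means six control SD above control mean; inconclusive means lowest score under 50 but half or more replicates reach 50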;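 further: yeast exposed to compound for 9 h at 30 °C; higher score means more reporter readthrough which indicates perturbed polyadenylation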
KLF5 inh – kruppel-like factor 5 inhibition | DLD-1 KLF5 promoter-luciferase reporter, luminescence | inhibition, % at 5 µM | 290,000 tested, 0.23% active | AID 1700;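 active means inhibition above a per-plate limit of that plate's mean compound inhibition plus 3 SD, cut at about 60% in these data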;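 further: 0% = DMSO wells and 100% = LY294002 at 200 µM; higher means less KLF5 promoter-driven luciferase light; inactives centre near -14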
aSyn 5UTR inh – 5' untranslated region of α-synuclein, MLPCN primary screen. alpha-synuclein 5'UTR reporter, inhibitor activity. inhibition, % (tested at 7.5 µM). 300,000 tested, 0.82% active; in the data active means inhibition above about 60%; inconclusive means no clear call, values can overlap the other calls;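 further: H4 neuroglioblastoma cells stably carrying SNCA 5'UTR luciferase fusion; 0% = DMSO wells and 100% = positive control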
HSF-1 act – increases HSF-1 driven luciferase reporter signal; 300,000 tested, 1.7% active; NIH3T3-HGL HSF-1 luciferase reporter, MG132, 8 h; 100% = twice DMSO control signal; activation, % at 9 µM;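 active means mean replicate activation of at least 50% with a set share of replicates each reaching 50%; inconclusive means only one of those two conditions met; inactive means mean below 50% and too few replicates reaching it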;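 further: 0% = median of the neutral control wells and 100% = twice that signal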
HSF1 inhib – HSF1 inhibition; activity change, negative = inhibition, % at 7.5 µM (by protocol); 300,000 tested, 0.77% active; NIH3T3-HGL HSE-luciferase, MG132-induced, luminescence 8 h; hits give low values;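 active means more than half of replicate wells show activity change below -50%, luminescence cut by over half; inconclusive means some wells, but at most half, below -50%; inactive means no replicate well below -50%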;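 further: luciferase reports HSF-1 transcriptional activity via heat shock element; 0% = median of DMSO wells and -100% = zero luminescence signal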
An asterisk follows results filed as active; i = inactive; ? = inconclusive; nt = no result given. Not all compounds are listed, so the mix of outcomes need not match the whole.

SMILES	GSK3beta inhib	GSK3 alpha inh	HSP90 inh	IEC-6 tox	AI-2 QS mod	PolyA inh	KLF5 inh	aSyn 5UTR inh	HSF-1 act	HSF1 inhib
O=C(CCc1nc2sc3c(c2c(=O)[nH]1)CCCC3)N1CCN(c2ccccc2)CC1	nt	-2	nt	nt	nt	i	nt	-11	2	-3
C[C@@H]1CC[C@@]2(OC1)O[C@H]1C[C@H]3[C@@H]4CC=C5C[C@@H](O)[C@H](O)C[C@]5(C)C4CC[C@]3(C)[C@H]1[C@@H]2C (stereo partly specified)	0	-1	2	-5	-7	i	-17	28	-20	-4
CCc1ccccc1NC(=O)c1ccc(S(=O)(=O)N2CCCC2)cc1	2	-1	3	-2	19	i	-15	-19	-5	-6
O=C(NCCCCc1ccccc1)C1CC(c2cccc(F)c2)=NO1 (stereo unspecified)	1	2	nt	nt	10	i	nt	-1	28	6
O=C1c2ccccc2C(=O)c2[nH]cnc21	-5	2	-1	5	-48	i	-30	18	33	13
Cc1nn(-c2ccccc2)nc1C(=O)Nc1ccc2c(c1)OCCO2	0	-1	-2	3	15	i	-19	-1	7	0
Cc1c(N2C(=O)c3cccc4cccc(c34)C2=O)c(=O)n(-c2ccccc2)n1C	0	nt	6	-3	2	i	6	16	9	-4
COc1ccc(/C(O)=C2/C(=O)C(=O)N(CCN(C)C)C2c2ccccn2)cc1OC (stereo unspecified)	5	0	1	-1	6	i	-31	-3	-4	-2
Cn1cc(Br)c(-c2cccc(N3C(=O)CC(C)(C)CC3=O)c2)n1	1	-2	2	-4	13	i	-27	-12	7	-3
O=C(O)CC/C(=N\NC(=O)CNC(=O)c1ccc(F)cc1)c1ccccc1	2	-3	1	2	7	i	1	0	-4	-7
COCCOC(=O)C1=C(C)NC2=C(C(=O)CC(C)(C)C2)C1c1ccc(N(C)C)cc1 (stereo unspecified)	2	-2	-1	-3	20	i	6	6	5	12
O=C(O)C1CC=CCC1C(=O)Nc1ccccc1C(=O)N1CCN(c2ccc(F)cc2)CC1 (stereo unspecified)	1	1	-1	2	0	i	-2	13	3	-2
Cc1ccc(OCC(=O)NC2CCCc3ccccc32)c(C)c1 (stereo unspecified)	-1	-1	0	-3	2	i	6	-6	-35	-29
O=C(Nc1ccccc1)N1CCN(C(=O)Nc2ccccc2)CC1	-1	0	-5	2	17	i	-32	17	-8	-11
CCc1ccc(N2CC(C(=O)Nc3ccc4c(c3)OCCO4)CC2=O)cc1 (stereo unspecified)	-1	-1	5	-2	5	i	-10	-21	-41	-28
Cc1nc2nc(-c3cccnc3)[nH]n2c(=O)c1C	5	1	7	2	23	i	-1	14	0	-13
CCOC(=O)C1=C(COC(=O)/C=C/c2ccc(OC)c(OC)c2)NC(=O)NC1C (stereo unspecified)	-5	0	nt	nt	8	i	nt	32	-4	-4
CCOC(=O)/C=C1\SCC(=O)N1CC(=O)Nc1ccc(OC)c(OC)c1	0	-5	0	-3	13	i	7	1	35	16
CCc1ccc(C(=O)NC(C(=O)NCC2CCCO2)C(C)C)cc1 (stereo unspecified)	3	1	-1	0	15	i	-5	14	-1	2
Cc1noc(C)c1CN1C(=O)NC(Cc2ccccc2)(Cc2ccccc2)C1=O	-3	-1	0	3	23	i	-5	-14	1	0
CCOCCCNC(=O)c1cn(CC)c2ccc(S(=O)(=O)N3CCOCC3)cc2c1=O	-3	-2	4	-1	-2	i	-14	-21	25	3
OCC1(CC2CCCCO2)CCN(Cc2cccc(O)c2)CC1 (stereo unspecified)	3	0	5	0	2	i	-11	-5	-1	0
CC1CC(=O)N(CC(=O)Nc2cccc(Cl)c2)c2ccccc2S1(=O)=O (stereo unspecified)	3	-10	-4	4	-16	i	2	-23	-11	7
COc1cc(NC(=O)CN2CCN(C(=O)C3CCCO3)CC2)c(OC)cc1Cl (stereo unspecified)	1	-3	1	6	10	i	-22	12	-14	4
COC(=O)c1c(C)nsc1NC(=O)Oc1ccccc1	4	-5	-5	-1	1	i	-23	13	15	1

Quoted at random: two compounds from above
SMILES	GSK3beta inhib	GSK3 alpha inh	HSP90 inh	IEC-6 tox	AI-2 QS mod	PolyA inh	KLF5 inh	aSyn 5UTR inh	HSF-1 act	HSF1 inhib
COC(=O)c1c(C)nsc1NC(=O)Oc1ccccc1	4	-5	-5	-1	1	i	-23	13	15	1
O=C(NCCCCc1ccccc1)C1CC(c2cccc(F)c2)=NO1 (stereo unspecified)	1	2	nt	nt	10	i	nt	-1	28	6

Next compounds follow:
SMILES	GSK3beta inhib	GSK3 alpha inh	HSP90 inh	IEC-6 tox	AI-2 QS mod	PolyA inh	KLF5 inh	aSyn 5UTR inh	HSF-1 act	HSF1 inhib
N#CCCSc1nc(N2CCOCC2)c2c(c1C#N)CCCC2	-34	24	5	1	3	i	5	33	11	0
Cn1cc([N+](=O)[O-])c(C(=O)N2CCCCCC2)n1	0	1	0	-4	28	i	-39	-17	-52	-39
c1ccc(Sc2cnc3ccccc3n2)cc1	2	0	2	-1	9	i	-40	-169	23	14
COc1ccccc1CNC(=O)[C@@H]1CCCN1C(=O)[C@@H]1Cc2ccccc2CN1C(=O)OC(C)(C)C	1	-2	1	-2	5	i	-27	-30	10	-4
CC(=O)c1ccc(NC(=S)NC(=O)Cc2ccc(Cl)cc2)cc1	-1	0	1	-8	27	i	-4	-11	-8	6
Cc1cccc(SCc2noc(C(=O)NCC3CCCO3)c2C(=O)O)c1 (stereo unspecified)	2	-5	-2	2	50	i	-22	12	-7	-1
O=C(NN=C(Cc1ccccc1)Cc1ccccc1)c1ccccc1O	0	0	3	0	22	i	-9	-15	-2	-1
CC(=O)C(=Cc1ccc(O)cc1)C(C)=O	-2	0	1	0	1	i	-14	-35	10	-9
COc1ccc(OCCC(=O)OCC(=O)NC2CCCCCCC2)cc1	-2	-2	-1	-5	12	i	-30	1	4	2
COC(=O)c1cc(C(=O)NCCCN2CCOCC2)cc([N+](=O)[O-])c1	0	-1	1	4	9	i	-5	-24	7	4
COc1ccc(CCNC(=O)COc2ccc(N(C)S(=O)(=O)c3ccc(Cl)cc3)cc2)cc1	-1	nt	4	1	43	i	18	-2	?	23
CC(C)CNC(=O)[C@H](Cc1ccccc1)NC(=O)c1cccs1	-1	-2	-4	-4	5	i	-5	14	4	-8
CC(C)C12CN3CCN(CC(C3)/C1=N\NC(=O)Nc1ccccc1)C2	0	0	-7	-7	11	i	-7	5	-2	-8
CN1/C(=C\C(=O)COC(=O)c2ccc(O)cc2)C(C)(C)c2ccccc21	0	-1	0	-3	22	i	-12	-5	-2	4
Cc1ncccc1C(=O)N1CCCC(CNC(=O)C2(c3ccc(Cl)cc3)CC2)C1 (stereo unspecified)	2	2	0	-9	12	i	-1	0	-7	-5
O=C(O)C1C2C=CC(C2)C1C(=O)NCCCc1ccccc1 (stereo unspecified)	3	-1	3	2	36	i	0	3	-7	0
CC(C)[C@H](NC(=O)OCc1ccccc1)C(=O)OCc1ccccc1	2	-5	-2	-7	21	i	-2	8	35	0
CCOC(=O)N1CCN(c2ccnc3cc(Cl)ccc23)CC1	-3	5	4	2	-9	i	-1	-1	-11	-7
COc1ccc2c(c1)CC1c3c(cc4c(c3-2)OCO4)CC[N+]1(C)[O-] (stereo unspecified)	-3	23	nt	nt	-6	i	nt	-1	-5	-9
COc1ccc(N(Cc2ccccc2)C(=O)c2ccccc2[N+](=O)[O-])cc1	1	-1	0	-2	12	i	-15	4	11	9
CCCn1cc(S(=O)(=O)c2ccc(OC)cc2)c(=O)c2cc(OC)ccc21	3	1	1	-1	-5	i	-1	7	6	8
O=C(NCCOCc1ccc(Cl)cc1)c1ncn[nH]1	3	-3	-3	-4	30	i	-22	-4	-4	2
Cc1nn(CC(=O)N2CCCC2)c(=O)c2cc3cc(F)ccc3n12	-4	-2	-5	2	18	i	-43	-3	-4	-10
O=c1cc(O)n(-c2ccccc2F)c(=S)[nH]1	-1	-3	5	-6	7	i	-1	7	-40	-26
COc1ccc(NC(=S)NNC(=O)COc2ccc(Cl)cc2Cl)cc1	-2	8	2	5	-4	i	-23	0	19	1

Next part
SMILES	GSK3beta inhib	GSK3 alpha inh	HSP90 inh	IEC-6 tox	AI-2 QS mod	PolyA inh	KLF5 inh	aSyn 5UTR inh	HSF-1 act	HSF1 inhib
Cc1nc(CCNC(=O)CC2C(=O)NCCN2Cc2ccc(F)cc2)sc1C (stereo unspecified)	-1	0	-4	2	5	i	-19	21	-1	-4
Cc1ccc(C(=O)Nc2cc3ccccc3oc2=O)cc1	-1	0	50*	-2	13	i	-77	111*	-75	-72*
c1ccc(CNc2ccc3c(c2)ncn3C2CCCCC2)nc1	-1	-3	6	-1	18	i	-67	-57	-11	-15
COc1cc(-c2nc(CN(C)Cc3nnc(C)o3)c(C)o2)ccc1F	1	0	4	1	10	i	-16	-4	9	1
O=C1NC2(CCCCC2)C(=O)N1CCN1C(=O)c2ccccc2C1=O	3	-4	-2	-3	10	i	-24	1	-5	-5
CCOC(=O)N/N=C/c1c(F)cccc1F	-4	-2	0	2	11	i	-11	-16	1	-2
Cc1ccc(Cn2nnc3c(=O)[nH]c(C4CCCN(C(=O)Nc5ccc(F)cc5)C4)nc32)cc1 (stereo unspecified)	1	nt	0	1	21	i	-2	-1	25	13
O=C(O)CC(NCc1ccco1)C(=O)Nc1cccc(O)c1 (stereo unspecified)	-1	0	1	-8	10	i	0	4	-3	1
O=C(NNC(=O)c1cc(OCC(F)(F)F)ccc1OCC(F)(F)F)c1cccc(C(F)(F)F)c1	4	-1	-1	3	29	i	-3	-30	-12	-23
COc1ccc(-c2cc(C(=O)NCC3CCCO3)c3cc(C)ccc3n2)cc1 (stereo unspecified)	1	-1	-2	-3	2	i	-8	-67	-42	-26
CC(=O)N1CCN(Cc2nc3cc(NC(=O)c4ccccc4Cl)ccc3n2C)CC1	2	-5	-2	-3	3	i	-12	3	5	1
Cc1ccc(S(=O)(=O)N2CCN(c3ccc([N+](=O)[O-])c(NCCN4CCOCC4)c3)CC2)cc1	1	-4	4	0	30	i	8	19	19	5
N#Cc1nc(Cc2ccccc2)oc1N1CCC(C(N)=O)CC1	-8	7	7	13	-7	i	-22	17	-13	-6
O=c1c2ccccc2nc(-c2ccccc2)n1O	1	-1	nt	nt	37	i	nt	2	-8	-1
O=C(NCCc1nnc2ccc(N3CCCC3)nn12)c1ccccc1	0	0	3	5	8	i	-23	6	-14	-9
CCCCCCCCCCCCN1C/C(=C\C(=O)OCC)c2ccccc2S1(=O)=O	4	-3	2	-2	24	i	-22	7	-7	-1
CCNc1cc(N2CCCC2)ccc1[N+](=O)[O-]	1	-2	4	6	11	i	-10	-18	-12	1
CCc1cc(-c2n[nH]c(C)c2-c2ccccc2Cl)c(O)cc1OC	3	-2	-2	-2	19	i	-48	14	27	-2

Screening results from PubChem.
